# Source: PubChem (several laboratories)
# UTI89 phage lysis: inhibition of K1F phage lysis, E. coli UTI89, bacterial capsule biogenesis inhibitors, alamar blue (AID 488966). inhibition, % at 100 µM; hits with a dose series show IC50 in µM. hit rate 0.02% among 340,000. E. coli UTI89 K1F phage lysis, alamar blue, 2 h; higher % means a stronger effect;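 active = phage lysis inhibition, versus mean bacterial control, above a set limit; inconclusive = no clear call, values can overlap the other calls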;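 note: capsule biogenesis inhibitors block K1F phage lysis so surviving cells raise fluorescence; higher fluorescence means more inhibition of phage lysis; actives were called in the ten point dose series up to 300 µM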
# RSV antiviral HEp-2: inhibition of RSV-induced cytopathic effect – HEp-2 cells, primary 10 µM value included (AID 2391). CPE inhibition, % at 10 µM, or IC50 in µM where a hit was titrated. HEp-2 cells, RSV-induced CPE inhibition; higher % means a stronger effect. hit rate 0.13% among 310,000; in the data active = a potency from the dose series; inconclusive = CPE inhibition mostly from about 23% at the one dose, without a potency; inactive = the rest, 99 in 100 with CPE inhibition below about 21%; note: strong numbers were not always called active
# TNAP activators: stimulation of alkaline phosphatase TNAP activity – biochemical, luminescent, no phosphate acceptor, uHTS, primary screen (AID 1001) | purified TNAP, luminescent activation assay, no phosphate acceptor; higher activation fold means a stronger effect | activation fold at 20 µM; hits with a dose series show EC50 in µM | hit rate 0.03% among 200,000; in the data active = activation fold from about 3, or a potency from the dose series; inactive = the rest, 99 in 100 with activation fold below about 1.6; note: many of its hits are not listed in these tables
# Myeloid diff 2: promotes myeloid progenitor differentiation. calls only at 10 µM. hit rate 1% among 360,000. ER-HoxA9 myeloid progenitors, lysozyme-GFP differentiation, flow cytometry;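 active = normalized GFP-positive differentiation at or above the plate's own cutoff, the solvent-only control mean plus 3 SD; inconclusive = no clear call, values can overlap the other calls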;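 note: cells exposed to compound for four days before flow analysis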
# PhoP inhibition: PhoP-dependent GFP reporter repression – Salmonella Typhimurium, primary screen (AID 1863); S. Typhimurium PhoP-regulated promoter GFP reporter, 4 h; higher % means a stronger effect; inhibition, % at 50 µM, or IC50 in µM where a hit was titrated; hit rate 0.16% among 300,000;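 active = inhibition over 29.93%, a cutoff 3 SD above the screen mean, later confirmed by dose response; inconclusive = inhibition over 29.93% but no dose response follow-up; inactive = inhibition at most 29.93% or unconfirmed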;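 note: 0% = low Mg2+ inducing control and 100% = high Mg2+ repressing control; strong numbers were not always called active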
# Large T inhibition: TAg ATPase/helicase activity blockers – biochemical (AID 1903); hit rate 0.39% among 310,000; one-dose inhibition, % at 20 µM; IC50 in µM for titrated hits; SV40 large T antigen ATPase/helicase inhibition assay; higher % means a stronger effect; in the data active = a potency from the dose series; inconclusive = inhibition mostly from about 32% at the one dose, without a potency; inactive = the rest, 99 in 100 with inhibition below about 32%; note: strong numbers were not always called active
# T cell HTS: modulates CD8 T cell binding to vesicles. 2C CD8+ T cell-vesicle binding, flow cytometry; stronger effect = lower value. calls only at 7 µM. hit rate 0.068% among 330,000;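 active = response, share of CD8 T cells binding vesicles, and their 90th percentile fluorescence all below set limits, cut at about 80% in these data, passing the limit was not always enough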
#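 Benchmarks: naked versus QL9-loaded vesicles / Assay system: purified 2C TCR transgenic mouse naive CD8+ T cells / Technique: high-throughput flow cytometry with anti-B7-1 and anti-CD8 staining / Timing: Cell–vesicle co-incubation 1.5 h at 37 °C, staining 20 min on ice / Read-out: percent CD8+ FL2 mean versus row control / Probe or stimulus: QL9-loaded Drosophila micro-vesicles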
# NTR1 ag: NTR1-driven beta-arrestin-GFP spot formation – imaging, U2OS cells, high content, primary screen (AID 493036). P30989. agonist mode. activation, % at 20 µM. hit rate 0.17% among 330,000;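 active = activation at or above 40% of the spot to cytoplasm intensity ratio, with at least 20 cells analyzed; inconclusive = wells under 20 cells, flagged as cytotoxic or low count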;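 note: 0% = DMSO without peptide and 100% = 100 nM NTR1 peptide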
# Target sequence (P30989 whole entry, looked up): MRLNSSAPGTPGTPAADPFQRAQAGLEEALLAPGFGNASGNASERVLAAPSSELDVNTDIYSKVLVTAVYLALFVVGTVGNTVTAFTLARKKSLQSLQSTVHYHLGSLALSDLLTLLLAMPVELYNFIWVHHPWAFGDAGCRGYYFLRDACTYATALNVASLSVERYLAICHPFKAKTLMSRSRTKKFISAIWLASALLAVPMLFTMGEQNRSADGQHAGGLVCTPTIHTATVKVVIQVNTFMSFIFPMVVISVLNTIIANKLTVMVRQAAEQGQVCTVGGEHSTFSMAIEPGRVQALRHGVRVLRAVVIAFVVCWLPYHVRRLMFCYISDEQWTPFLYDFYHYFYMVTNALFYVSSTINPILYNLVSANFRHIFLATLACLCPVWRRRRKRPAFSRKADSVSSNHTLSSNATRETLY
# MgcRacGAP inhibition: MgcRacGAP GTPase-activating activity inhibitors, confirmation, biochemical, ADP Hunter fluorescence; MgcRacGAP-stimulated Rac1 GTP hydrolysis, ADP Hunter fluorescence; higher % means a stronger effect; GST-tagged Rac1 F28L mutant substrate; one-dose inhibition, % at 30 µM; IC50 in µM for titrated hits; hit rate 0.6% among 340,000; AID 624330;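 active = first-screen hits whose inhibition reached a set limit at any dose in the follow-up dose series; inconclusive = inhibition above the set first-screen limit but never retested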;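 note: fluorescence reports GDP produced by GAP-driven GTP hydrolysis; strong numbers were not always called active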
# T cell HTS vesicle-bound %: also measured in T cell HTS; calls as there; double positive events, %; measured here: CD8+ vesicle-bound cell fraction;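 binding gate set so that unloaded-vesicle control wells show 10% double positive cells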
# NTR1 ag cell count 20 µM: recorded beside NTR1 ag, whose call it bears; cell count; measured here: cell count, cytotoxicity flag
# Myeloid diff 2 GFP+ MAC1+ %: also measured in Myeloid diff 2; calls as there; GFP+ MAC1+ double positive, %; measured here: differentiation confirmed by MAC1 staining
# An asterisk follows results filed as active; i = inactive; ? = inconclusive; . = no result given; [ ] = dose if it differs, or a comment.
no.	Compound	UTI89 phage lysis	RSV antiviral HEp-2	TNAP activators	Myeloid diff 2	Myeloid diff 2 GFP+ MAC1+ %	PhoP inhibition	Large T inhibition	T cell HTS	T cell HTS vesicle-bound %	NTR1 ag	NTR1 ag cell count 20 µM	MgcRacGAP inhibition
1	Cc1ccccc1-c1nc(CN2CCC(C(=O)N3CCN(c4ccccn4)CC3)CC2)c(C)o1	12%	-0.9%	1	?	.	7%	0%	i	26	2.9	72	4%
2	CC1(c2ccccc2)NC(=O)N(CC(=O)N2CC(=O)Nc3ccccc32)C1=O (centres undefined)	-0.8%	.	.	i	0.7	.	.	i	46	4.0	52	-7%
3	COc1ccc(S(=O)(=O)N2CCC(C(=O)NC3CCCCC3)CC2)cc1C	-0.1%	0.9%	.	i	0.6	-2%	6%	i	18	0.0	55	4%
4	Cc1c(C(=O)/C=C/N(C)C)nnn1-c1ccc(Cl)cc1C#N	0.6%	-0.2%	.	i	1.1	-14%	8%	i	34	1.8	49	4%
5	COc1cccc(C(=O)NCc2ccc3c(c2)cc(C)n3C)c1	-0.2%	1.9%	1.3	i	0.6	17%	-1%	i	7	-1.3	45	4%
6	CCN(CCCNS(=O)(=O)c1cc(-c2cc(C)no2)ccc1C)Cc1ccccc1	0.6%	-1.5%	.	i	2.1	-3%	6%	i	31	-0.4	34	8%
7	COc1ccccc1NC(=O)NNC(=O)CN1C(=O)COc2ccccc21	0.1%	0.8%	.	i	0.3	-3%	5%	i	47	0.3	41	7%
8	Cc1scc(C(=O)N/N=C/c2ccsc2)c1C	0.1%	0.6%	1.1	i	1.1	-6%	3%	i	56	1.7	62	7%
9	CCCOc1ccc(S(=O)(=O)N2C(=O)CC(=O)N(Cc3ccc(OCC)cc3)C2=O)cc1	.	4.5%	.	.	.	-2%	13%	i	28	-0.1	64	.
10	C(=N\N=C\c1ccccc1)/c1ccccc1	2.8%	0.8%	1	i	0.1	-3%	5%	i	23	2.4	30	6%
11	CCN(C[C@H]1N[C@@](CC)(C(=O)OC)[C@H]2C(=O)N(Cc3ccccc3)C(=O)[C@@H]12)C(=O)c1ccc(F)cc1	0.0%	.	.	i	1.3	.	.	i	16	-1.7	56	6%
12	Cc1ccc(-c2ocnc2C(=O)Nc2nc(C)cs2)cc1	0.0%	2.9%	.	i	0.3	2%	-7%	i	46	4.9	69	1%
13	Nc1nc(Cl)cc(Oc2ccc([N+](=O)[O-])cc2)n1	-0.3%	1.4%	.	i	0.9	-1%	21%	i	47	-0.5	93	.
14	O=C(c1cc(COc2ccc(F)cc2Cl)on1)N1CCN(C2CCCCC2)C(=O)C1	-0.3%[50 µM]	?	.	i	1.3	-3%	9%	i	68	1.9	64	10%
15	O=C(Nc1ccc(Cl)cc1)C1CCCN(C2=NS(=O)(=O)c3ccccc32)C1 (centres undefined)	0.7%[50 µM]	0.4%	.	i	0.4	.	.	i	20	0.3	61	10%
16	O=C(CC1OC(=O)c2ccccc21)Nc1cccc(S(=O)(=O)N2CCCCCC2)c1 (centres undefined)	0.0%	4.3%	.	?	.	-2%	-1%	i	64	0.0	55	6%
17	O=C1CCC(=O)N1c1cccc(-c2nc3ccccc3o2)c1	8.4%	2.6%	1.2	i	1.4	-5%	5%	i	65	-2.4	61	1%
18	COc1cc(C2c3c([nH]c(=O)[nH]c3=O)Nc3ccc4ccccc4c32)cc(OC)c1OC (centres undefined)	0.3%	1.9%	1.1	.	.	-3%	9%	i	32	0.7	89	?
19	COC(=O)CSC1=C(C#N)C(=O)NC(c2ccccc2)S1 (centres undefined)	-0.3%	1.6%	1.2	i	0.0	-4%	13%	i	31	-0.5	87	26%
20	CC1(C)Cc2cccc(OCC(=O)Nc3ccccc3F)c2O1	-1.5%	3.7%	.	i	0.4	16%	17%	i	41	4.6	66	5%
21	Cc1ccc(NC(=O)c2ccc(S(=O)(=O)NCc3cccnc3)cc2)cc1C	-0.9%	15%	.	i	2.3	0%	3%	i	56	-1.1	44	12%
22	CN1CCc2c(sc3c2C(=O)NC(c2cccc(OC(=O)c4cccs4)c2)N3)C1 (centres undefined)	1.2%	-1.2%	1	i	2.0	-14%	15%	i	30	-2.7	87	13%
23	OC(CN1CCOCC1)Cn1c2ccccc2c2ccccc21 (centres undefined)	0.0%	1.9%	.	i	0.7	-8%	-5%	i	5	1.0	89	3%
24	O=C(c1cc(COc2cccc(C(F)(F)F)c2)on1)N1CCC(Oc2cccnc2)CC1	-0.9%	4.1%	.	i	4.6	5%	8%	i	31	1.4	63	8%
25	COc1ccc(C(=O)c2coc3ccc(O)c(CN4CCOCC4)c23)cc1	-0.5%	3.2%	1	i	2.1	-5%	1%	i	32	-0.7	50	6%
26	Cc1ccccc1CNS(=O)(=O)c1c(C(=O)N2CCCC2)c(C)n(C)c1C	0.7%	2.1%	.	i	1.0	0%	4%	i	10	0.9	60	1%
27	COc1cc(/C=C(\C#N)C(=O)NCC2CCCO2)ccc1OCC(=O)O (centres undefined)	.	0.1%	1	i	0.2	-3%	6%	i	66	1.1	41	.
28	CC(=O)c1cccc(NC(=O)NCCc2c[nH]c3ccccc23)c1	0.4%	3.1%	.	i	0.3	2%	-2%	i	53	1.4	46	8%
29	Cc1ccc(C2=NN(C(=S)Nc3ccccc3)C(c3ccco3)C2)cc1 (centres undefined)	1.7%	2.9%	1.1	i	0.7	6%	26%	i	30	-1.7	33	10%
30	O=C(c1ccco1)[C@@H]1[C@@H]2C(=O)N(c3ccc(F)cc3)C(=O)[C@@H]2[C@H]2C=Cc3ccccc3N21	-0.1%[50 µM]	2.5%	1.2	i	0.6	38%	19%	i	43	.	.	10%
31	O=C(NCCCN1CCOCC1)C1CCN(S(=O)(=O)c2c(Cl)cccc2Cl)CC1	-0.6%[50 µM]	0.0%	.	i	0.6	-3%	7%	i	21	-0.8	62	9%
32	N#Cc1ccc(COC(=O)CCc2c[nH]c3ccccc23)cc1	1.1%	0.8%	.	i	0.7	0%	14%	i	7	0.7	56	-5%
33	CC(Sc1nnc(COc2ccc([N+](=O)[O-])cc2)n1C)C(=O)O (centres undefined)	0.1%	2.5%	1.1	i	0.6	-8%	10%	i	47	0.6	65	3%
34	O=C1CCC([N+](=O)[O-])C(c2cc(Br)ccc2F)N1 (centres undefined)	0.0%	2.2%	.	i	0.6	7%	4%	i	49	1.9	51	14%
35	Cc1ccc(C(O)c2ccc(-n3ccnc3)cc2)cc1 (centres undefined)	0.2%	20%	.	i	0.4	-1%	14%	i	51	-0.4	96	6%
36	COc1cccc(CN2C(=O)C3(C(C#N)=C(N)OC4=C3C(=O)CCC4)c3ccccc32)c1 (centres undefined)	0.8%	-2.9%	1.1	?	.	-9%	4%	i	32	-0.7	54	1%
37	CCOC(=O)C1CCN(Cc2cccc(OC)c2)CC1	0.9%	-0.2%	1.2	i	2.0	0%	4%	i	33	-0.3	43	13%
38	O=C(NCC1(O)CCCCC1)C1CCC(=O)N(Cc2ccccc2F)C1 (centres undefined)	0.2%	0.6%	.	i	0.5	-4%	17%	i	6	-0.1	55	9%
39	Cc1cc(C)c2[nH]c(=O)c(CN(Cc3cccnc3)C(=S)NCCCN(C)C)cc2c1	0.2%	-1.6%	1	i	0.6	-3%	3%	i	51	2.8	56	3%
40	CN(CC(=O)Nc1ccc(Cl)c(C(F)(F)F)c1)C(=O)C1CCCO1 (centres undefined)	0.9%[50 µM]	0.2%	.	i	1.3	.	.	i	39	-0.6	62	2%
41	Cc1cc(C)nc(N/N=C/c2ccccc2Cl)n1	.	1.6%	.	i	0.7	-6%	11%	i	59	-0.4	44	.
42	CCN1CCN(C(=O)c2cnn3c(C(F)F)cc(-c4ccc(C)cc4)nc23)CC1	3.2%	1.1%	1	i	0.8	7%	7%	i	27	-2.9	110	9%
43	CC1CCC(NS(=O)(=O)c2ccc3c(c2)n(C)c(=O)c(=O)n3C)CC1 (centres undefined)	0.4%	-0.4%	1	i	2.2	6%	6%	i	40	-2.3	105	7%
44	Cc1nc2ccccc2cc1C(=O)Nc1ccccc1Cl	0.2%	-0.2%	1.1	i	0.6	0%	-4%	i	12	-1.2	63	6%
45	CN1C(=O)NC(c2ccc(O)cc2)C(C(=O)c2cccs2)C1(O)C(F)(F)F (centres undefined)	0.5%	0.2%	1.1	i	1.1	-1%	1%	i	3	-0.1	48	-1%
46	O=C(COC(=O)C(CO)NS(=O)(=O)c1ccc(Br)cc1)Nc1ccc2c(c1)OCCO2 (centres undefined)	0.5%[50 µM]	.	.	i	1.0	.	.	i	45	-1.7	54	6%
47	N#Cc1cccc(CN2CCCN(Cc3ccc(F)cc3)S2(=O)=O)c1	1.0%	4.9%	.	i	1.1	-4%	22%	i	48	0.2	88	-10%

# Single records (already shown). Order of values: UTI89 phage lysis	RSV antiviral HEp-2	TNAP activators	Myeloid diff 2	Myeloid diff 2 GFP+ MAC1+ %	PhoP inhibition	Large T inhibition	T cell HTS	T cell HTS vesicle-bound %	NTR1 ag	NTR1 ag cell count 20 µM	MgcRacGAP inhibition
# Record of N#Cc1cccc(CN2CCCN(Cc3ccc(F)cc3)S2(=O)=O)c1 → 1.0%	4.9%	.	i	1.1	-4%	22%	i	48	0.2	88	-10%
# Record of CC1CCC(NS(=O)(=O)c2ccc3c(c2)n(C)c(=O)c(=O)n3C)CC1 (centres undefined) → 0.4%	-0.4%	1	i	2.2	6%	6%	i	40	-2.3	105	7%
# Record of CCOC(=O)C1CCN(Cc2cccc(OC)c2)CC1 → 0.9%	-0.2%	1.2	i	2.0	0%	4%	i	33	-0.3	43	13%
# Record of O=C(COC(=O)C(CO)NS(=O)(=O)c1ccc(Br)cc1)Nc1ccc2c(c1)OCCO2 (centres undefined) → 0.5%[50 µM]	.	.	i	1.0	.	.	i	45	-1.7	54	6%
